Bioassay records: PubChem BioAssay, National Center for Advancing Translational Sciences (NCATS)
Mito fusion yeast – blocks mitochondrial division or promotes mitochondrial fusion. S. cerevisiae fusion-defective mutant growth rescue, CellTiterGlo 48 h. Potency, µM (titrated, usually from 46.1 µM), without a hit: top-dose growth rescue (activation), actives largely listed as activators. 0.23% of 320,000 active. AID 485298;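 note: potency is the fitted concentration of half-maximal effect; % of control where 0% means no effect; nearly all actives have a fitted effect of over 45% in size; temperature-sensitive fusion mutants such as fzo1-1 at 37 °C on non-fermentable ethanol glycerol medium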
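S. cerevisiae fusion-defective temperature-sensitive mutants (e.g. fzo1-1, mgm1-5) grown 48 h at 37C in YPEG (ethanol/glycerol non-fermentable) medium with 23 nl compound per well; growth rescue read as CellTiterGlo luminescence.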
BCR signal inh – inhibitors of chronic active B-cell receptor signaling; ABC-DLBCL IkBa-CBG/CBR reporter, luminescence ratio, 4 h; Potency, µM (series often up to 46.1 µM), inactives show at the highest dose ratio change, negative = lower green/red ratio, most hits filed as inhibitors; 0.05% of 340,000 active; active = well fitted inhibition curve with a large enough effect in the signal ratio, with a control signal flat, not every such curve was filed as active; inconclusive = small, poorly fitted or top-dose-only effect, or effect the other way, or a change in a side signal; the % refers to the signal ratio;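 note: potency is the fitted concentration of half-maximal effect; plate controls were basal doxycycline-induced cells for no effect and cells given 10 µM MG132 for full effect; MG132 reads +100%, hits lower the ratio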
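Cell line TMD8 (human ABC DLBCL), stably expressing tet-inducible CBG68-IkBa fusion and CBR; IMDM/0.5% FBS; cpd up to 46 uM; dox induction, 4 h, 37C/5% CO2; dual luminescence; green/red ratio; MG132 control.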
Tb PFK block – T. brucei PFK enzyme inhibition. O15648. T. brucei PFK, ADP-Glo luminescence. Potency, µM (top dose mostly 57.5 µM), without a hit: at the highest dose activity, negative = inhibition, usual class: inhibitors. 0.17% of 330,000 active. AID 485367;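 note: potency is the fitted concentration of half-maximal effect; 0% = uninhibited 1x PFK enzyme wells and -100% = no-enzyme wells; nearly all actives have a fitted effect of over 60% in size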
Target sequence (O15648 whole entry, looked up): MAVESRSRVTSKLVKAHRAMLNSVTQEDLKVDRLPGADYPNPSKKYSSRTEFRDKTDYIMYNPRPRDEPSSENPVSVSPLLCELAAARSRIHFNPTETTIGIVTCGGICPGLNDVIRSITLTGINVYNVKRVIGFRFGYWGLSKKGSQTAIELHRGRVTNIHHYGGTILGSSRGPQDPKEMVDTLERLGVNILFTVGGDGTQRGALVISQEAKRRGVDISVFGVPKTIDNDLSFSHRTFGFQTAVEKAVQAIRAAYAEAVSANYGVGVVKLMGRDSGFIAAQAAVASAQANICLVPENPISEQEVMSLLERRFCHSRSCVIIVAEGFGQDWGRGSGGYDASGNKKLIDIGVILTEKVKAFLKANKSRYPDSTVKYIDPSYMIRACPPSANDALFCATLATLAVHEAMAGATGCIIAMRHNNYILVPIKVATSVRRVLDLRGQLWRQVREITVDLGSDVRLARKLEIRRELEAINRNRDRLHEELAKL
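ADP-Glo luminescence quantified ADP after 45 min at room temperature, with 1.25 nM T. brucei PFK, 0.1 mM ATP and 0.5 mM fructose-6-phosphate in pH 8.0 TEA buffer. qHTS titrations up to 57 µM; curves classified by quality.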
Eya2 inh – Eya2 (human) phosphatase inhibition; AID 488837; recombinant Eya2, OMFP fluorescence dephosphorylation (OMFP is methylfluorescein phosphate); Potency, µM (doses to about 76.9 µM), for the others: top-dose activity, negative = inhibition, usual class: inhibitors; 0.006% of 330,000 active; note: potency is the fitted concentration of half-maximal effect; % is set by controls: 0 for no effect and ±100 for the full control effect
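Eya2 (0.2 uM) preincubated 10 min at ambient with compound, then OMFP substrate added at 50 uM; 10 min reaction in 50 mM HEPES pH 7.5, 50 mM NaCl, 5 uM MgCl2, 0.05% BSA, 1 mM DTT. Fluorescence read at Ex 485/Em 525 nm.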
B2AR arrestin – recruits beta-arrestin to the human beta2-adrenergic receptor; P07550; beta-arrestin recruitment to beta2AR, cell-based reporter; Potency, µM (top dose mostly 46.1 µM), for inactives: at the highest dose activation, most hits filed as activators; 0.02% of 330,000 active; AID 492947;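 note: potency is the fitted concentration of half-maximal effect; 0% = DMSO controls and full agonism = EC100 isoproterenol or metaproterenol; nearly all actives have a fitted effect of over 65% in size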
Target sequence (P07550 whole entry, looked up): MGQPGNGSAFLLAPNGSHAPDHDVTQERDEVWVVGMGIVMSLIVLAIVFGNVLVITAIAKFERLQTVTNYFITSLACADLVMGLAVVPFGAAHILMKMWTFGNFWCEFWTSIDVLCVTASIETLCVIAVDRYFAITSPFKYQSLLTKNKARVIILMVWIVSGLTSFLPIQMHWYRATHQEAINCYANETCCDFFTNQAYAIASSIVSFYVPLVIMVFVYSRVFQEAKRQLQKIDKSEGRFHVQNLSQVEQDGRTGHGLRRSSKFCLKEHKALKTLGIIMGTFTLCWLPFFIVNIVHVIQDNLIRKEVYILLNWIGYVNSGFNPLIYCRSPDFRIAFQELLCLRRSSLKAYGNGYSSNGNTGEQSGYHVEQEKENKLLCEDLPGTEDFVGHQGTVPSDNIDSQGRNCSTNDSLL
USP2a block – blocks human ubiquitin-specific protease USP2a; O75604; USP2 core, Ub-CHOP2 coupled fluorogenic reporter, 485/531; Potency, µM (series often up to 38.3 µM), without a hit: at the highest dose activity change, negative = inhibition, hits mostly inhibitors; 0.01% of 330,000 active;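 note: potency is the fitted concentration of half-maximal effect; plate controls were DMSO wells for no effect and full inhibition by NEM control for full effect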
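Deubiquitinase activity read as fluorescence (485/531 nm) after Ub-CHOP2 cleavage activates the enterokinase reporter on its substrate; USP2 core 10nM, Ub-CHOP2 and substrate 25nM each, 30min compound preincubation then 60min RT; data normalized to NEM, curves fitted.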
PTAP TSG101 blk – blocks PTAP/TSG101 interaction to inhibit HIV-1 budding; Q99816; Potency, µM (titrated, usually from 115 µM), without a hit: at the highest dose activity change, negative = inhibition, actives largely listed as inhibitors; Fluorescence polarization, FITC-PTAP peptide / Tsg101 binding; AID 493005; 340,000 tested, under 10 active; active = well fitted inhibition curve with a large enough effect in the main read-out, with a control signal flat, not every such curve was filed as active; inconclusive = small, poorly fitted or top-dose-only effect, or effect the other way, or a change in a side signal; inactive = no such curve, though single readings can be large or run the other way; note: potency is the fitted concentration of half-maximal effect; % of control where 0% means no effect
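FP read-out: FITC-PTAP peptide, 50 nM final, binding Tsg101 binding domain, 10 uM final; 20 min, r.t.; 10 mM HEPES pH 7.5, 0.15 M NaCl, 0.01% Tween 20, 3 mM EDTA, 0.1 mM TCEP.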
TSHR antagonist – human thyrotropin receptor antagonism; 0.2% of 330,000 active; TSHR-expressing cells, TSH-stimulated cAMP HTRF, 2 h; active compounds read low; activity change, negative = inhibition, % at 11.5 µM; P16473; AID 504810;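 active = activity change below a set negative limit, meaning inhibition stronger than a set level, cut at about -70% in these data; inconclusive = activity change between two set negative limits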; note: % is set by controls: 0 for no effect and ±100 for the full control effect
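Inhibition of cAMP made by TSHR-expressing cells under TSH stimulation (4nM final, EC80; 2 h, 37 deg C) is quantified with a one-step lysis HTRF kit, anti-cAMP cryptate versus cAMP-d2.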
TCR act – activates T cell receptor signaling; AID 504894; Potency, µM (series often up to 9.22 µM), for inactives: top-dose activation of IL-2 secretion, actives largely listed as activators; primary human leukocytes, anti-CD3, IL-2 HTRF, 48 h; 330,000 tested, under 10 active; note: % of control where 0% means no effect
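Primary human leukocytes were stimulated with a-CD3 beads plus compounds for 48 hr without co-stimulation; secreted IL-2 was quantified by HTRF using a-IL-2-K (europium cryptate) and a-IL-2-d2, excited at 320nm with acceptor emission read at 665nm.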
ELG1 DNA repair – ELG1-dependent DNA repair inhibition; 2.3% of 330,000 active; AID 504467; HEK293T ELG1-luciferase reporter, luminescence, 16 h; DNA damage induced by 5-fluorouridine; Potency, µM (top dose mostly 46.1 µM), for the others: at the top dose activity change, negative = inhibition, usual class: inhibitors; note: potency is the fitted concentration of half-maximal effect; % is set by controls: 0 for no effect and ±100 for the full control effect; nearly all actives have a fitted effect of over 55% in size
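Overnight (16 hr) co-exposure of 2,000 cells/well to 5-fluorouridine and compound at 37 °C preceded detection. Luciferase was quantified via ONE-Glo luminescence; loss of signal denotes inhibition.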
uPA surface inh – blocks generation of uPA at the cell surface. Potency, µM (top dose mostly 38.3 µM), for inactives: top-dose activity change, negative = inhibition, hits mostly inhibitors. cell surface uPA generation assay, qHTS. 0.31% of 330,000 active; active = well fitted inhibition curve with a large enough effect; inconclusive = small, poorly fitted or top-dose-only effect; inactive = no such curve, though single readings can be large or run the other way; tested in mouse RAW 264.7 cells; note: potency is the fitted concentration of half-maximal effect; % is set by controls: 0 for no effect and ±100 for the full control effect; nearly all actives have a fitted effect of over 55% in size
Starred values were filed as active, the others as inactive; ? = inconclusive; . = not tested or not shown; [ ] = another dose, or the depositor's remark. Unless noted, calls come from the whole dose curve; as a rule, active = well fitted curve in the direction sought with a large enough effect; inconclusive = small, poorly fitted or top-dose-only effect, or another doubt; inactive = no such curve, though single readings can be large; an effect the other way counts as inactive or inconclusive. Compounds as they come. Share with any hit: about 3%.

nr | smiles | Mito fusion yeast | BCR signal inh | Tb PFK block | Eya2 inh | B2AR arrestin | USP2a block | PTAP TSG101 blk | TSHR antagonist | TCR act | ELG1 DNA repair | uPA surface inh
1 | COc1ccccc1C(CNC(=O)C1CC(=O)N(Cc2ccccc2)C1)N1CCCC1 (configuration not stated) | -2% | -2% | 0% | 0% | -0.1% | 3% | -5% | 12 | 16% | 0% | 4%
2 | CCOc1ccc(CCNC(=O)c2nccnc2C(=O)O)cc1OCC | -2% | -3% | 1% | 7% | -0.4% | -5% | -6% | 1 | 0% | ? | -1%
3 | CS(=O)(=O)c1ccccc1C(=O)N(CCc1ccccc1)Cc1ccccc1 | 1% | 6% | -10% | -14% | 0.5% | 0% | -1% | 18 | -2% | 1% | 1%
4 | Cc1ccc(C(=O)Oc2ccc(C(=O)COC(=O)C3CC(=O)N(Cc4ccco4)C3)cc2)cc1 (configuration not stated) | 3% | ? | -17% | 3% | -0.3% | 4% | -5% | -4 | -2%[46.1 µM] | ? | 0%
5 | N#C[C@@H]1[C@@H]2C(=O)N(c3ccc4c(c3)OCCO4)C(=O)[C@@H]2C2c3ccccc3C=CN21 (some centres not stated) | 0% | -2% | -3% | 10% | 0.1% | 7% | . | -10 | -3%[46.1 µM] | 20% | .
6 | CCOc1ccc(C2NC(=O)c3ccccc3O2)cc1 (configuration not stated) | 5% | -3% | 2% | 2% | 0.3% | 3% | 7% | -10 | 0% | 13% | 5%
7 | Cc1cc(Oc2ncccc2[N+](=O)[O-])c2cc(Cl)ccc2n1 | -7% | ? | 1% | -5% | 0.4% | 5% | -2% | -15 | -2% | -5% | -7%
8 | Cc1ccc(Sc2cnccc2C#N)cc1 | -22% | -6% | 3% | -9% | -0.6% | 4% | 0% | -4 | 6% | 11% | 0%
9 | O=S(=O)(Nc1ccc(Cl)cn1)c1cnc(Cl)c(Br)c1 | 25% | ? | 8% | 3% | -0.4% | 16% | -12% | -9 | 0% | -9% | 2%
10 | Clc1cccc2sc(N3CCCC3)nc12 | -8% | ? | -5% | -11% | -0.4% | 0% | -7% | -4 | . | ? | 1%
11 | Cc1[nH]c2ccccc2c1/C=N/NC(=O)CNC(=O)c1ccc2c(c1)OCO2 | -1% | -10% | 1% | -3% | 0.0% | 0% | 0% | -11 | 4%[46.1 µM] | -22% | 3%
12 | COc1ccc(C(C)(C)C)cc1NC(=O)COc1ccc(-c2nnco2)cc1 | . | ? | 0% | -5% | -0.7% | 2% | -8% | -9 | 0% | 0% | 3%

Ordered by value in Tb PFK block (falling): three of the compounds above.
no. | molecule | Tb PFK block
7 | Cc1cc(Oc2ncccc2[N+](=O)[O-])c2cc(Cl)ccc2n1 | 1%
12 | COc1ccc(C(C)(C)C)cc1NC(=O)COc1ccc(-c2nnco2)cc1 | 0%
3 | CS(=O)(=O)c1ccccc1C(=O)N(CCc1ccccc1)Cc1ccccc1 | -10%

(listing goes on)
nr | smiles | Mito fusion yeast | BCR signal inh | Tb PFK block | Eya2 inh | B2AR arrestin | USP2a block | PTAP TSG101 blk | TSHR antagonist | TCR act | ELG1 DNA repair | uPA surface inh
13 | COc1ccccc1NC(=S)N(CCN1CCOCC1)Cc1ccccc1F | -4% | 6% | -2% | -7% | 0.0% | 1% | 0% | -1 | -1% | 3% | -2%
14 | Cc1c(C)c2ccc(OCC(=O)N3CCN(C(=O)C4COc5ccccc5O4)CC3)cc2oc1=O (configuration not stated) | 3% | -15% | 0% | 9% | -0.6% | 2% | -2% | -1 | 3% | 1.8µM* | -5%
15 | CC(=O)c1ccc([N+](=O)[O-])c(CS(=O)(=O)c2ccc(Cl)cc2)c1 | 24% | 0% | 6% | -4% | 0.5% | 6% | -1% | 6 | -4% | 0% | 4%
16 | Cc1cccc(NC(=O)CSc2nccn2Cc2ccco2)c1C | -1% | -1% | -5% | 4% | -0.5% | 0% | 0% | -4 | -3% | ? | -1%
17 | Cc1ccccc1N1C(=O)c2cccc3cccc(c23)C1=O | 3% | ? | -9% | 0% | 0.0% | 1% | -6% | 7 | -6% | 2% | 22%
18 | COc1ccc2[nH]c(=O)c(CN(C(=O)C3CCCO3)c3ccc(C)cc3)cc2c1 (configuration not stated) | 5% | -5% | -4% | -9% | 0.1% | 2% | -3% | 1 | -3% | 1% | -10%
19 | Cn1c(=O)[nH]c(=O)c2c1nc(NCCCn1ccnc1)n2Cc1ccccc1 | -4% | 2% | 0% | -3% | -0.3% | 1% | -2% | 3 | 2% | ? | -4%
20 | COc1ccc(C(C(=O)NC(C)(C)C)N(C(=O)CNC(=O)c2cccs2)c2ccc(C(C)C)cc2)cc1OC (configuration not stated) | 4% | 0% | 1% | -1% | -0.8% | 1% | -8% | -4 | -4% | -13% | -5%
21 | CN(C)c1nc(NCc2ccccc2)nc(SCC(=O)Nc2ccccc2Cl)n1 | 24% | 0% | 4% | -5% | 3.8% | -6% | -1% | 9 | 1%[46.1 µM] | ? | 1%
22 | CCCCn1c(SCC(=O)NCCOC)nc2ccc(N3CCOCC3)cc2c1=O | 0% | ? | 0% | -4% | -0.7% | 0% | -2% | 12 | 4% | 11% | 1%
23 | COc1cc(-c2nc3ccccn3c2/N=C/c2cccc(F)c2)ccc1O | 1% | -20% | 0% | ? | 0.2% | 3% | 0% | -21 | 1% | 11% | -1%
24 | COc1ccccc1NS(=O)(=O)c1cccc(C(=O)NNC(=O)c2ccc(Cl)nc2)c1 | . | 0% | -2% | 6% | -0.2% | -1% | 2% | -14 | -1% | ? | 1%

The closing two entries of the part before are carried over, then new ones follow:
nr | smiles | Mito fusion yeast | BCR signal inh | Tb PFK block | Eya2 inh | B2AR arrestin | USP2a block | PTAP TSG101 blk | TSHR antagonist | TCR act | ELG1 DNA repair | uPA surface inh
23 | COc1cc(-c2nc3ccccn3c2/N=C/c2cccc(F)c2)ccc1O | 1% | -20% | 0% | ? | 0.2% | 3% | 0% | -21 | 1% | 11% | -1%
24 | COc1ccccc1NS(=O)(=O)c1cccc(C(=O)NNC(=O)c2ccc(Cl)nc2)c1 | . | 0% | -2% | 6% | -0.2% | -1% | 2% | -14 | -1% | ? | 1%
25 | O=C(C[n+]1ccc(/C=N/O)cc1)NC1CCCCC1 | 7% | -8% | -1% | 3% | 0.0% | 3% | 0% | -2 | -8% | 6% | -2%
26 | COc1ccc(NC(=O)CSc2c3c(nc4ccccc24)CCCC3)c(OC)c1 | -7% | ? | -3% | 0% | 0.2% | 0% | -1% | -2 | -27%[46.1 µM] | -10% | -7%
27 | O=C(N/N=C/c1cc2ccccc2nc1Cl)[C@H]1C[C@@H]1c1ccccc1 | 28% | 1% | 5% | 8% | -0.2% | 4% | -7% | -24 | 5%[46.1 µM] | ? | -1%
28 | NC(=O)C1CC(=O)N(c2ccc(OCC(=O)Nc3ccccc3F)cc2)C1 (configuration not stated) | 3% | -4% | -4% | -2% | 0.0% | 2% | -4% | 13 | -1% | ? | 8%
29 | O=C(Nc1cccc(F)c1)C1CCCN(c2cnccn2)C1 (configuration not stated) | 9% | -2% | 2% | -12% | 3.1% | 1% | 0% | 10 | 4% | 5% | 3%
30 | C[C@H](C(=O)C=[N+]=[N-])N1C(=O)c2ccccc2C1=O | 1% | 3% | 1% | -9% | 0.2% | 3% | . | 6 | . | -5% | .
31 | O=C(CSc1cccc[n+]1[O-])Nc1cc2c(cc1Cl)C(=O)c1ccccc1C2=O | 0% | ? | 6% | 6% | 8.4% | 4% | -4% | -8 | 2%[46.1 µM] | ? | -5%
32 | COc1ccc(NC(=O)c2cc3c(s2)CCC(C)C3)cc1S(=O)(=O)N1CCOCC1 (configuration not stated) | -2% | -5% | 0% | -1% | -1.4% | -4% | -1% | -26 | -2%[46.1 µM] | 23µM* | -9%
33 | CCCC(=O)Nc1nc2ccc(NC(=O)c3ccccc3F)cc2s1 | 28% | ? | 3% | -9% | -0.6% | 3% | 0% | -7 | -9% | -4% | -6%
